# M1 antag – antagonists of human M1 muscarinic receptor. CHO-K1 hM1, Fluo-8 calcium fluorescence, ACh EC80 antagonist. inhibition, % at 3 µM. 360,000 tested, 1.3% active;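 active means percent inhibition above its own plate's cutoff, namely the mean of that plate's compound wells plus 3 SD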;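 further: peak over basal fluorescence ratio during 140 s after agonist addition; 0% = ACh EC80 plus DMSO and 100% = DMSO alone without agonist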
# Target sequence (P11229 whole entry, looked up): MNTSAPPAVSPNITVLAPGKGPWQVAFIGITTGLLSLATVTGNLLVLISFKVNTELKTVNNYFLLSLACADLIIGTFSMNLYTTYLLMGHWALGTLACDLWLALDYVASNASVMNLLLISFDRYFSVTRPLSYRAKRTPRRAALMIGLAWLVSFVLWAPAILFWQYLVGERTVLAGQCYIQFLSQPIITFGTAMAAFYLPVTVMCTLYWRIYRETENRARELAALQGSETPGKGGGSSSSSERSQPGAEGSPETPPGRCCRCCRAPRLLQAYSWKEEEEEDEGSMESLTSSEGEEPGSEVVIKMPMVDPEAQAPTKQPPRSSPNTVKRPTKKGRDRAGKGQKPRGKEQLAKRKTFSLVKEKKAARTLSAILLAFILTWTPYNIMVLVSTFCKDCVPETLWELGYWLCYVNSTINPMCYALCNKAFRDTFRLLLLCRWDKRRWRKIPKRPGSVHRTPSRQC
# M4 ag – agonists of human muscarinic M4 receptor (CHRM4); P08173; CHO-K1 hM4/Gqi5, Fluo-8 calcium fluorescence; vehicle 0%, full acetylcholine response 100%; AID 624127; activation, % at 3 µM; 360,000 tested, 0.14% active;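 active means activation above the run mean over all test wells plus 3 SD, cut at about 32% in these data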;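 further: peak over basal fluorescence ratio per well then scaled between controls; 0% = DMSO wells and 100% = acetylcholine at EC100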
# CHRM5 agonist – agonists of human muscarinic M5 receptor (CHRM5). P08912. CHO-K1 hM5 cells, Fluo-8 calcium fluorescence; 0% DMSO wells, 100% maximal acetylcholine response. activation, % at 3 µM. 360,000 tested, 0.19% active;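 active means activation above the run's mean over test compounds plus 3 SD, cut at about 23% in these data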;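 further: signal is peak over basal fluorescence ratio across the kinetic read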
# Target sequence (P08912 whole entry, looked up): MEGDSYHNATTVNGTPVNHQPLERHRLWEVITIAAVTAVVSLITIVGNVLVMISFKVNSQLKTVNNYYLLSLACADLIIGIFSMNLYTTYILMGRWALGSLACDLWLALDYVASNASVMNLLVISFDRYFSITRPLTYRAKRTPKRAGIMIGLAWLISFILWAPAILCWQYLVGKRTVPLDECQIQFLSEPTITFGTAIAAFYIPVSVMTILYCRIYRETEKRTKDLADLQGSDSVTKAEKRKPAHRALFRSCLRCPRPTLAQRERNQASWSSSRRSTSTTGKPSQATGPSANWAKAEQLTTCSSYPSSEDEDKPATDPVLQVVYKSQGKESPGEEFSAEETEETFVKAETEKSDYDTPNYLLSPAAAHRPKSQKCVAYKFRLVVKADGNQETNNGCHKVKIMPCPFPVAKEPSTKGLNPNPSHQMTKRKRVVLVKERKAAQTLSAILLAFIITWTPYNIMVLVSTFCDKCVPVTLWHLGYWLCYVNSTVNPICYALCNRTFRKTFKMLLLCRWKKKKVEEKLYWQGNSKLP
# CHRM4 PAM – positive allosteric modulators of human muscarinic M4 receptor; CHO-K1 hM4/Gqi5, Fluo-8 calcium fluorescence, ACh EC20; 0% = ACh EC20, 100% = maximal ACh; activation, % at 3 µM; P08173; 360,000 tested, 0.4% active;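 active means activation above its plate's cutoff, the mean activation of sample wells plus 3 SD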; further: some results filed as inactive read as strong as hits
# CRFBP-R2 agonist – CRF-BP/CRF-R2 complex agonism. HEK293 CRF-R2/CRF-BP, calcium dye fluorescence (FLIPR); percent of saturating CRF peptide response. AID 588473. 350,000 tested, 0.46% active. activation, % at 13.2 µM;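 active means activation of at least 50%, plus an integration ratio under a set limit after plate pattern correction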;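 further: plate controls were neutral control wells without compound for no effect and CRF at EC100 for full effect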
# M5 antag – blocks acetylcholine activation of human M5 receptor. inhibition, % at 3 µM. 360,000 tested, 0.59% active. CHO-hM5 cells, Fluo-8 calcium fluorescence, ACh EC80;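 active means inhibition above a per-plate cutoff, the mean of that plate's test compounds plus 3 SD, cut at about 27% in these data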;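 further: 0% = acetylcholine EC80 with DMSO and 100% = DMSO without agonist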
# M5 PAM – CHRM5 positive allosteric modulation | P08912 | CHO-K1 hM5, Fluo-8 calcium, ACh EC20 PAM; 0% = ACh EC20, 100% = ACh EC100 | activation, % at 3 µM | 360,000 tested, 0.3% active | AID 624038;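 active means activation above the run cutoff, the mean activation of all test compounds plus 3 SD, cut at about 18% in these data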
#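 Probe or stimulus: acetylcholine, EC20 level; Assay system: human M5 receptor in CHO-K1 cells; Schedule: compound preincubation 140 s before EC20 acetylcholine addition; Technique: intracellular calcium via Fluo-8 fluorescence; Dosing: single-point, 3 µM nominal; Read-out basis: percent activation from peak-over-basal fluorescence ratio, scaled EC20-to-EC100 acetylcholine; Repeats: one well per compound, no replicates.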
# CHRM4 antagonist – CHRM4 antagonism in calcium assay | P08173 | CHO-hM4 cells, ACh EC80, Fluo-8 calcium fluorescence | inhibition, % at 3 µM | 360,000 tested, 0.73% active;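 active means inhibition above its plate's cutoff, the mean inhibition of sample wells plus 3 SD, cut at about 27% in these data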;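 further: 0% = acetylcholine EC80 with DMSO and 100% = DMSO without agonist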
# CHRM1 PAM – positive allosteric modulators of human M1 muscarinic receptor; P11229; CHO-K1 hM1, Fluo-8 calcium fluorescence, ACh EC20; 0% = ACh EC20, 100% = maximal ACh; activation, % at 3 µM; 360,000 tested, 0.088% active; AID 588819; in the data active means activation above about 19%, passing the limit was not always enough
# An asterisk follows results filed as active; / = no result given.
no.	CHRM5 agonist	CRFBP-R2 agonist	M5 PAM	CHRM1 PAM	CHRM4 PAM	CHRM4 antagonist	M4 ag	M1 antag	M5 antag	molecule
1	-3	0.8	-3	4	-4	-6	5	-10	-3	COc1ccccc1NC(=O)CCCN1C(=O)C(c2ccccc2)Oc2cccnc21 (stereo unspecified)
2	0	0.4	-1	4	1	-3	2	-18	4	Cc1ccc([C@@H]2C[C@H]3[C@@H](CN2S(=O)(=O)c2ccc(Cl)cc2)C(=O)C[C@@H](c2ccc(C)cc2)N3S(=O)(=O)c2ccc(Cl)cc2)cc1
3	4	/	1	0	-2	2	1	-27	14	CC(C)CCNC(=O)c1[nH]c(C(F)(F)F)nc1-c1ccccc1
4	-1	-0.8	-1	7	-5	-1	0	-1	-3	Cc1cccc(C)c1NC(=O)CN1N=NC2C(=O)N(c3cccc(Cl)c3)C(=O)C21 (stereo unspecified)
5	-7	1.0	-15	-28	-15	-9	4	23*	16	COc1ccc(C(CNc2ncnc3sc(C)c(C)c23)N(C)C)cc1 (stereo unspecified)
6	-3	2.4	1	13	17	-3	1	-5	11	Cc1cc(N)n(-c2ccccc2)n1
7	-3	-2.3	1	1	9	-4	0	-1	-5	CCOC(=O)CNS(=O)(=O)c1c(C)noc1C
8	1	-0.3	-2	7	0	-1	1	-6	0	CCOc1ccc(NS(=O)(=O)c2ccc(NC(C)=O)c(OC)c2)cc1
9	1	2.6	-4	-1	3	-6	0	0	-3	COC(=O)CSc1nc2nc(C)cc(C)n2n1
10	2	0.4	5	17	15	0	1	-4	9	COC(=O)[C@@H]1CCCN1C(=O)[C@@H](NC(=O)OC(C)(C)C)C(C)C
11	-5	1.0	-5	-3	7	-4	1	-1	-1	O=C(Oc1ccc(Cl)c2ccccc12)N1CCCCC1
12	-3	1.7	-10	-7	-5	-5	3	7	7	Cc1cccc(Nc2nnc(-c3ccc(N4CCOCC4)c([N+](=O)[O-])c3)c3ccccc23)c1
13	-4	0.4	-8	2	1	0	2	4	3	Cc1ccc(S(=O)(=O)N2CCCCC2C(=O)N2CCN(Cc3ccccc3)CC2)cc1 (stereo unspecified)
14	0	0.3	2	6	0	-3	1	-2	7	Cc1[nH]n(-c2ccccc2)c(=O)c1C=NC1CCCCC1
15	-2	0.6	-3	-5	-2	-12	3	-1	-1	O=C(c1ccco1)N1CCN(c2ccc(S(=O)(=O)N3CCCC3)cc2)CC1
16	2	-0.9	5	12	12	-10	0	-19	5	O[C@@H]1Cc2ccccc2O[C@H]1c1ccccc1
17	-3	-1.4	-7	-4	2	1	1	6	8	CC(=O)Nc1ccc(/C=N/NC(=O)CNS(=O)(=O)c2ccccc2)cc1
18	-5	-4.0	0	1	-1	-22	5	-4	8	COc1ccccc1CNC(=O)Cn1cccc1C(=O)c1ccccc1C
19	-2	/	-9	-13	-8	-3	0	16	4	O=C(NC(c1ccc(F)cc1)c1ccc2ccccc2n1)C1CCN(Cc2ccc(Oc3ccccc3)cc2)CC1 (stereo unspecified)
20	1	1.1	1	12	-3	2	2	0	-8	O=[N+]([O-])c1ccc(/C=N/n2cnc3ccccc32)s1
21	-2	-0.1	-2	-3	-5	9	-2	4	9	Cc1ccccc1OC(C)C(=O)NCCC1=CCCCC1 (stereo unspecified)
22	-1	-1.0	-6	-8	-7	13	11	29	16	O=C(CN1C(=O)/C(=C/c2ccc(C(F)(F)F)cc2)Sc2ccccc21)NCCCN1CCOCC1
23	0	20	-6	-3	-7	7	5	8	9	N#C/C(=C/c1ccc(O)c(O)c1)c1nc2ccccc2[nH]1
24	-3	/	3	0	9	6	1	-23	9	O=C(NC1CCCCC1)C(c1ccnc2ccccc12)N1CCc2ccccc2C1 (stereo unspecified)
25	-1	-2.0	-2	0	-5	-3	1	2	0	C/C(=C\C(=O)c1ccc(F)cc1)NCc1ccc2c(c1)OCO2
26	-6	2.9	-15	5	2	-3	0	-2	29*	CC(C1CC2CCC1C2)n1c(-c2ccco2)n[nH]c1=S (stereo unspecified)
27	6	9.4	-9	-14	-3	-9	24	5	2	O=C(Nc1ccc2oc(-c3ccccc3F)nc2c1)c1ccc2c(c1)OCCO2
28	3	8.2	9	5	11	-4	3	-5	0	CCCOc1ccc(-c2cc3onc(-c4ccccc4)c3c(=O)n2C)cc1
29	1	2.8	-7	3	-3	4	2	-3	-1	COc1cc(CCNC(=O)c2cnn3ccccc23)cc(OC)c1OC
30	-3	-0.3	1	5	0	4	1	-4	16	O=C(Nc1c(C(=O)N2CCCCC2)cnn1-c1ccccc1)c1ccccc1F

# 4 compounds drawn at random from the list so far, as already listed:
no.	CHRM5 agonist	CRFBP-R2 agonist	M5 PAM	CHRM1 PAM	CHRM4 PAM	CHRM4 antagonist	M4 ag	M1 antag	M5 antag	molecule
19	-2	/	-9	-13	-8	-3	0	16	4	O=C(NC(c1ccc(F)cc1)c1ccc2ccccc2n1)C1CCN(Cc2ccc(Oc3ccccc3)cc2)CC1 (stereo unspecified)
10	2	0.4	5	17	15	0	1	-4	9	COC(=O)[C@@H]1CCCN1C(=O)[C@@H](NC(=O)OC(C)(C)C)C(C)C
9	1	2.6	-4	-1	3	-6	0	0	-3	COC(=O)CSc1nc2nc(C)cc(C)n2n1
17	-3	-1.4	-7	-4	2	1	1	6	8	CC(=O)Nc1ccc(/C=N/NC(=O)CNS(=O)(=O)c2ccccc2)cc1

# Additional entries
no.	CHRM5 agonist	CRFBP-R2 agonist	M5 PAM	CHRM1 PAM	CHRM4 PAM	CHRM4 antagonist	M4 ag	M1 antag	M5 antag	molecule
31	-2	-0.4	1	0	-2	-2	0	-3	0	O=C(CN1CCCC1)NCC1(c2ccccc2)CCOCC1
32	1	5.5	-2	5	8	-1	1	3	9	NC(=S)Nc1cccc2cc3ccccc3cc12
33	-3	-1.2	6	4	8	5	0	-3	-11	CCc1cccc(C)c1NC(=O)CSc1nnc(C)o1
34	8	-0.9	-3	-3	-6	2	6	0	7	COc1ccc(CCNC(=O)COC(=O)CSc2ccc([N+](=O)[O-])cc2)cc1OC
35	0	-0.6	-6	-3	-11	16	16	2	8	CCc1ccc(-n2cnc3cc(C(=O)NCC(OC)OC)ccc32)cc1
36	-7	-5.2	0	11	3	-14	1	-9	-10	Cn1cnc([N+](=O)[O-])c1Oc1cccc2ccccc12
37	-1	-1.8	-4	-1	-2	-5	1	0	2	COc1ccc(Cl)cc1Nc1cc(C)nc2ncnn12
38	-2	-1.1	-1	11	-1	-2	2	1	1	O=C(Nc1ccc(NC(=O)C23CC4CC(CC(C4)C2)C3)cc1)c1cc(F)c(F)cc1Cl
39	1	-2.2	-3	1	-4	3	5	-1	1	Cc1cccc(C(=O)NC2CCN(CC(=O)Nc3cccc(Cl)c3)CC2)c1
40	2	-4.5	-6	-2	-6	5	2	-9	3	Cc1cccc2c(=O)n(C(=O)c3ccccc3)c(N)nc12
41	-9	-0.8	-4	7	-1	4	-1	-6	10	O=C(O)Cn1c(SCc2cccc3ccccc23)nc2ccccc21
42	-2	0.6	-1	4	-3	-6	0	-8	-1	COc1cc(C)ccc1OCCOc1c(C)cc(Cl)cc1Cl
43	-1	4.3	-5	12	3	5	1	-8	11	CCOC(=O)N1CCN(C2CCCN(C(=O)c3ccccc3N(C)C)C2)CC1 (stereo unspecified)
44	-3	1.1	0	12	0	4	2	-8	4	CCNC(=O)CC1S/C(=N/N=C(\C)c2ccccc2)NC1=O (stereo unspecified)
45	1	0.6	-9	-5	-11	-4	10	9	10	O=C(c1cc2ccccc2o1)N1CCN(S(=O)(=O)/C=C/c2ccccc2)CC1
46	-1	3.8	-1	4	-6	6	0	-16	4	CCOc1ccccc1NC(=O)n1ncc2c(C)cccc21
47	4	1.2	-6	-1	2	-13	10	5	12	Cn1c(N)c(C(=O)COC(=O)/C=C/c2cccc(F)c2)c(=O)n(C)c1=O
48	-5	-0.8	6	12	4	6	0	-14	-6	O=C(O)CC/C(=N/NC(=O)CNC(=O)c1ccc2c(c1)OCCO2)c1ccccc1
49	-2	-1.1	0	-3	3	1	2	5	-1	COC(=O)C1=C(COc2ccc(C=O)cc2OC)NC(=O)NC1c1cc(C)ccc1C (stereo unspecified)
50	-2	/	4	3	-2	12	0	-7	-6	CCc1nc2c(OCc3ccc(C#N)cc3)cccn2c1N(C)C(=O)c1cccs1
51	5	41	-2	4	-13	-13	3	-12	-2	CCN(CC)Cc1c(O)ccc2c1O/C(=C\C=C\c1ccccc1)C2=O
52	-4	-3.4	-2	7	11	-2	2	-5	4	C=C1CCN([C@@H](CC(C)C)C(=O)NCc2cc(OC)c(OC)c(OC)c2)S(=O)(=O)c2ccccc21
53	-1	0.1	1	-3	1	-7	4	-2	0	C[C@@H]1CN([C@@H](C)CO)C(=O)c2cccc(NC(=O)c3nc4ccccc4s3)c2O[C@@H]1CN(C)CC1CC1
54	1	7.6	2	4	-2	-6	1	-1	2	O=C(c1cc(S(=O)(=O)N2CCC3(CC2)OCCO3)ccc1F)N1CCCCC1
55	1	-0.3	-6	0	-2	6	4	7	2	O=C(CCn1c(=O)[nH]c2ccsc2c1=O)N1CCN(c2cccc(Cl)c2)CC1
56	2	-1.1	0	15	8	-10	0	-10	1	CCN1CCN(c2cc(C)c3cc(NC(=O)c4cnccn4)ccc3n2)CC1
57	-4	0.5	-8	-11	-8	-2	14	16	3	Cc1ccc(-n2nc3c(=O)n(C(C)C(=O)NCCC4=CCCCC4)nc(C)c3c2C)cc1 (stereo unspecified)

# Copied from the list:
# In CHRM1 PAM, compound 2 has 4
# In CHRM1 PAM, compound 52 has 7
# In CHRM1 PAM, compound 19 has -13
# In CHRM1 PAM, compound 29 has 3

# Three of the compounds above, in transposed form.
[49] COC(=O)C1=C(COc2ccc(C=O)cc2OC)NC(=O)NC1c1cc(C)ccc1C (stereo unspecified)
[51] CCN(CC)Cc1c(O)ccc2c1O/C(=C\C=C\c1ccccc1)C2=O
[53] C[C@@H]1CN([C@@H](C)CO)C(=O)c2cccc(NC(=O)c3nc4ccccc4s3)c2O[C@@H]1CN(C)CC1CC1

Screen / compound no. | 49 | 51 | 53
CHRM5 agonist | -2 | 5 | -1
CRFBP-R2 agonist | -1.1 | 41 | 0.1
M5 PAM | 0 | -2 | 1
CHRM1 PAM | -3 | 4 | -3
CHRM4 PAM | 3 | -13 | 1
CHRM4 antagonist | 1 | -13 | -7
M4 ag | 2 | 3 | 4
M1 antag | 5 | -12 | -2
M5 antag | -1 | -2 | 0

# Some of these compounds in order of molar mass, low to high:
no.	CHRM5 agonist	CRFBP-R2 agonist	M5 PAM	CHRM1 PAM	CHRM4 PAM	CHRM4 antagonist	M4 ag	M1 antag	M5 antag	molecule
17	-3	-1.4	-7	-4	2	1	1	6	8	CC(=O)Nc1ccc(/C=N/NC(=O)CNS(=O)(=O)c2ccccc2)cc1
43	-1	4.3	-5	12	3	5	1	-8	11	CCOC(=O)N1CCN(C2CCCN(C(=O)c3ccccc3N(C)C)C2)CC1 (stereo unspecified)
48	-5	-0.8	6	12	4	6	0	-14	-6	O=C(O)CC/C(=N/NC(=O)CNC(=O)c1ccc2c(c1)OCCO2)c1ccccc1

# From PubChem
